Source: PubChem BioAssay (The Scripps Research Institute Molecular Screening Center)
FBW7 act: FBW7 E3 ligase activators, primary screen, biochemical, AlphaScreen, human | normalized activity (activation), % at 26.1 µM | F-box/WD repeat-containing protein 7 (Homo sapiens), Q969H0 | AlphaScreen FBW7–phospho-cyclin E peptide binding, activator screen | hit rate 0.13% among 650,000 | AID 1259310, 2017; in the data active means normalized activity above about 1.9%;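 further: purified mutant Fbw7 with reduced substrate affinity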
Target sequence (Q969H0 whole entry, looked up): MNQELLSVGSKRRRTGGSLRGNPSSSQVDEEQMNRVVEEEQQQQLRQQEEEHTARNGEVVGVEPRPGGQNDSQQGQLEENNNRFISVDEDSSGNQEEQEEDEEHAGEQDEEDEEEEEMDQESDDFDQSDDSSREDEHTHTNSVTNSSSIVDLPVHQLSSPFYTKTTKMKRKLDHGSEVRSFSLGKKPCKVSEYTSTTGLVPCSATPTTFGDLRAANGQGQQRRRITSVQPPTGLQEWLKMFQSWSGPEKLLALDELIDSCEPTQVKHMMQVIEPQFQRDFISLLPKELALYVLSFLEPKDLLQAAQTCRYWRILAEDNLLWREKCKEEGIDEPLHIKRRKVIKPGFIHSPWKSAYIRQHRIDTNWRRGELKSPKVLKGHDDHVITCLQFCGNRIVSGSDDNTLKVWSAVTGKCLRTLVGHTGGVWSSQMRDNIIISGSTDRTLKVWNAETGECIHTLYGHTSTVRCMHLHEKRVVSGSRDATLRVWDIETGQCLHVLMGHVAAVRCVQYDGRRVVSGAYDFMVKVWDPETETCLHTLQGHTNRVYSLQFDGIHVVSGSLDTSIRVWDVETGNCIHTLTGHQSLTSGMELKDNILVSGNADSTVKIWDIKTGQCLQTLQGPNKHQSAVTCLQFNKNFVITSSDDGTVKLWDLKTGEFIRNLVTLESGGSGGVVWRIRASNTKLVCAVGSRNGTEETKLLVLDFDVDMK
MITF inh: MITF inhibitors, primary screen, biochemical, AlphaScreen, human. AID 1259374, 2018. inhibition, % at 2.6 µM. AlphaScreen MITF homodimerization, bead proximity signal. hit rate 0.91% among 650,000. Microphthalmia-associated transcription factor (Homo sapiens), O75030; in the data active means inhibition above about 50%;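 further: 0% = vehicle wells with protein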
TEAD-YAP inh: TEAD-YAP interaction inhibition, primary screen, TEAD-YAP interaction inhibitor project, luminescence, HEK-TIYL cells | hit rate 1.4% among 640,000 | inhibition, % at 9.12 µM | TEAD-Gal4/YAP UAS-luciferase luminescence; in the data active means inhibition above about 32%;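 further: 0% = median of test compound wells and 100% = reference inhibitor wells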
GPR151 ag: activators of human GPR151, primary screen, cell-based, PathHunter beta-arrestin, luminescence; activation, % at 11.2 µM; G-protein coupled receptor 151 (Homo sapiens), Q8TDV0; PathHunter beta-arrestin GPR151 cells; hit rate 1% among 650,000; in the data active means activation above about 4.9%;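 further: 0% = median of compound wells and 100% = cells with positive control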
* = called active by the depositor; & = joins results of further samples.

no.	Structure	FBW7 act	MITF inh	TEAD-YAP inh	GPR151 ag
1	CC1(Cc2ccccc2C#N)C(=O)Nc2ccc(F)cc21 (centres undefined)	-0.1	5	5	1.7
2	COc1ccccc1CNC(=O)CN(C)S(=O)(=O)c1cc(Cl)ccc1Cl	-0.2	-7	-6	-0.2
3	COc1cc(C(=O)Nc2sc3c(c2C(N)=O)CCCCC3)cc(OC)c1OC	-0.3	-8	-2	-1.3
4	CC(C)(C)c1ccc(S(=O)(=O)N2CCN(c3nc4ccccc4s3)CC2)cc1	0.1	14	3	-0.1
5	Cc1cc(NC2CC2)nc(-c2cccs2)n1	0.5	23	-17	0.1
6	COc1c(C)cc(S(=O)(=O)N2CCOCC2)c(C)c1C	0.2	14	5	1.0
7	CCOC(=O)C1=C(C)N=c2s/c(=C/c3ccc(OC(=O)c4ccco4)cc3)c(=O)n2C1c1ccccc1 (centres undefined)	0.0	0	1	3.0
8	CCOC(=O)N/N=C/c1ccc(OC(F)F)cc1OC(F)F	0.1	-9	-7	0.9
9	CCN=C(NCC)SC1CC(=O)N(c2ccc(OCC)cc2)C1=O (centres undefined)	0.1	19	-3	-1.4
10	O=C(Nc1ccc2nsnc2c1NC(=O)c1ccc2nsnc2c1)c1ccc2nsnc2c1	0.0	1	-2	0.8
11	COCCNC(=O)Cn1cnc2c(cnn2-c2ccc(C)cc2)c1=O	-0.1	-1	6	0.2
12	O=C(Nc1ccc(N2CCOCC2)cc1)C1(c2ccccc2)CCCC1	0.1	7	-8	-0.4
13	O=C(Nc1ccc(Cl)cn1)c1ccc(S(=O)(=O)c2ccccc2)cc1	0.7	10	24	0.1
14	O=C(Nc1cc(-c2cccc(-c3ccccc3)c2)ccn1)C1CCOC1 (centres undefined)	-0.1	5	1	-1.0
15	CCOC(=O)c1c(NC(N)=S)sc(C)c1C	0.3&0.2	10&9	1&-4	-0.1&-0.3
16	Cc1ccc(N=C(NN)c2ccc3ccccc3n2)cc1	0.5	37	92*	-1.1
17	COc1ccc2c(c1)c(CC(=O)NC(c1ccccc1)c1ccc(Br)cc1)c(C)n2C(=O)c1ccc(Cl)cc1 (centres undefined)	0.3	18	11	0.7
18	CCOc1ccc(-n2cc(-c3ccccc3)c3c(NN4CCN(C)CC4)ncnc32)cc1	-0.5	4	1	-1.0
19	CN(CC(=O)NCc1ccccn1)c1nnc(N2CCCC2=O)s1	0.0	8	2	0.6
20	O=C(Nn1c(SCc2ccc(F)cc2Cl)nc2ccsc2c1=O)c1cccc(Br)c1	0.2	3	0	0.4
21	Cc1ncccc1C(=O)N[C@H](Cn1nnc2ccccc21)C(C)C	0.2	-2	5	-1.2
22	CCC(=O)N1c2ccccc2NC2=C(C(=O)CCC2)C1c1ccc(N(CC)CC)cc1 (centres undefined)	-0.1	0	22	-0.5
23	COc1ccccc1/C=N/NC(=O)C(=O)Nc1cc(Cl)ccc1C	-0.1	-8	-3	0.3
24	C[N+](C)(CCCNC(=O)/C=N/O)Cc1ccccc1	0.0	13	1	-1.4
25	COc1ccc(C(=S)N2CCOCC2)cc1	0.8	11	-3	2.7
26	CCOC(CNC(=O)c1c[nH]c2ccc(S(=O)(=O)N3CCc4ccccc43)cc2c1=O)OCC	0.1	4	19	1.5
27	O=C(N/N=C/c1ccc(Br)cc1)c1cc(O)c(O)c(O)c1	0.2	14	2	-0.8
28	Cc1csc(-c2cc3ccc(O)c(CN4CC5(C)CC4CC(C)(C)C5)c3oc2=O)n1 (centres undefined)	0.4	16	-11	-3.6
29	Cc1cc(-n2ncc(C#N)c2/N=C/N(C)C)nc2ccccc12	-0.1	13	-24	-1.3
30	CCc1ccc2oc(-c3cccc(NC(=S)NC(=O)c4cncc(Br)c4)c3)nc2c1	-0.2	-2	-60	-0.3
31	CN1CCN(c2ccc(-c3nc(NCCc4ccc(O)cc4)c4ncn(C5CCCCC5)c4n3)cc2)CC1	0.0	22	-14	-0.6
32	Fc1ccc(CSc2nnc3n2CCN3c2ccc(F)cc2)cc1	0.1	12	10	0.4
33	O=C(C1=C(Nc2ccccc2)C(=O)N(c2ccccc2)C1c1ccc(Cl)cc1)c1ccccc1 (centres undefined)	0.6	13	1	0.1
34	CCCc1c(C)[nH]c2ccc(C(=O)O)cc2c1=O	0.0	9	2	-0.6
35	Cc1cnc(Nc2ccncn2)nc1NCCOc1ccccc1	0.1	0	-12	1.9
36	CCOC(=O)c1cc(-c2ccccn2)nc2nc(SC)[nH]c(=O)c12	0.0	12	-2	-0.2
37	O=[N+]([O-])c1cc(N=Cc2ccc(O)cc2O)ccc1Cl	0.1	28	2	-0.6
38	O=c1c2cn[nH]c2nc(SCc2ccccc2Cl)n1-c1cccc(Cl)c1	0.2	8	-8	0.3
39	COc1nc(-c2ccccc2)cc(-c2ccccc2)n1	0.1	9	12	-0.8
40	CC(=O)c1cccc(NC(=S)NC(=O)COc2cccc(C)c2)c1	-0.1	-14	1	1.9
41	CCOC(=O)C1=C(C)N=c2s/c(=C\c3ccc(OCc4ccc(Cl)cc4)c(OCC)c3)c(=O)n2C1c1ccc(OC)c(OC)c1 (centres undefined)	0.0	4	-6	-0.7
42	COc1cc(C(=O)N/C(=C/c2ccccc2)C(=O)O)cc(OC)c1OC	0.4	-5	-6	-1.2
43	CCn1c(SCc2ccccc2)nc2c1c(=O)n(C)c(=O)n2C	0.9	5	0	-1.3
44	COc1ccc(NC(=O)CCN2CCN(S(=O)(=O)c3ccc(Cl)cc3)CC2)cc1	0.1	15	-4	0.7
45	Cc1ccc(C)c(S(=O)(=O)N/N=C/C=C/c2ccccc2)c1	0.1	21	2	-0.3
46	COc1ccc(/C=C2/N=C(c3ccc(C)c([N+](=O)[O-])c3)OC2=O)c(OC)c1	-0.1	-9	-10	-0.4
47	CC(C)(C)NCCOc1ccc(Cl)c(Cl)c1	0.2	32	-2	2.9
48	O=C(CSc1nc2ccccc2c(=O)n1NC(=O)CCc1c[nH]c2ccccc12)NCc1ccco1	-0.1	7	1	-0.1
49	O=c1c(CN2CCNCC2)cc2cccc3c2n1CCC3	-0.1	5	5	0.5
50	COc1ccc(C2=NOC(C(=O)Nc3c(C)n(C)n(-c4ccccc4)c3=O)C2)cc1 (centres undefined)	0.1	3	5	0.2

Single records (already shown).
Shown for `CCOc1ccc(-n2cc(-c3ccccc3)c3c(NN4CCN(C)CC4)ncnc32)cc1` : FBW7 act: -0.5; MITF inh: 4; TEAD-YAP inh: 1; GPR151 ag: -1.0
Shown for `O=C(CSc1nc2ccccc2c(=O)n1NC(=O)CCc1c[nH]c2ccccc12)NCc1ccco1` : FBW7 act: -0.1; MITF inh: 7; TEAD-YAP inh: 1; GPR151 ag: -0.1

New compounds follow:
no.	Structure	FBW7 act	MITF inh	TEAD-YAP inh	GPR151 ag
51	Cc1ccc(C(=O)c2sc3nc(N)c(C#N)c(-c4ccc(C(C)C)cc4)c3c2N)cc1	0.0	7	1	-1.0
52	COc1ccc(NC(=O)c2ccc(N3C(=O)c4ccccc4C3=O)cc2)cc1	0.1	-9	-11	1.5
53	Cc1nn2c(=O)c(C(=O)O)cnc2s1	0.2	-1	-4	-1.1
54	C(#Cc1cccs1)c1ccccc1	0.1	6	3	0.1
55	COc1cc2nc(NC(=O)c3ccccc3Cl)sc2cc1OC	0.2	-5	-20	0.7
56	O=C(N/N=C/c1cccnc1)C1CCCCC1	0.1	3	-1	0.9
57	CCOc1ccc(/C=C2\SC(=Nc3cccc(C)c3C)NC2=O)cc1	0.2	11	0	2.4
58	COCC(=O)NC(c1nnc2n1CCN(Cc1ccc(O)cc1OC)CC2)C(C)C (centres undefined)	-0.3	-1	-2	0.0
59	O=C(NCCc1c[nH]c2ccccc12)C(=O)NCC1CCCO1 (centres undefined)	0.1	2	7	1.9
60	Cc1ccc(CNC(=O)C(=O)NCc2ccncc2)cc1	0.1	10	2	-1.6
61	O=c1oc(-c2cccc3ncccc23)nn1Cc1cccnc1	-0.1	-7	14	0.4
62	O=C(CC(NCCC1=CCCCC1)C(=O)O)Nc1ccc(O)cc1 (centres undefined)	-0.1	-10	3	4.0
63	Cc1ccc(OCC(=O)NC2CCCCC2)cc1C	0.3	-4	-18	-0.6
64	Nc1nc(SCC(=O)Nc2cc(S(=O)(=O)N3CCCC3)ccc2Cl)n[nH]1	-0.2	0	10	1.4
65	CCOc1ccc(C2N(c3ccc(OC)cc3)C(=O)C3CCCN32)cc1OC (centres undefined)	-0.1	12	2	0.9
66	C/C(=N\Nc1nc2ccccc2[nH]1)c1ccc(-n2ccnc2)cc1	-0.3	18	2	-2.3
67	Cc1nn(C)c(C)c1-c1nccc(NCCO)n1	-0.1	-3	-8	-0.3
68	O=C(NCc1ccc(F)cc1)C(=O)NCC1OCCCN1S(=O)(=O)c1cccs1 (centres undefined)	-0.1	6	-1	-2.5
69	COCCCNC(=O)c1c[nH]c2ccc(S(=O)(=O)N(C)c3ccc(C(C)C)cc3)cc2c1=O	-0.1	-7	7	0.7
70	O=C(CSc1nnc2scc(-c3ccccc3)n12)c1ccccc1	0.2	-4	-1	-0.5
71	COc1ccc(S(=O)(=O)N(CC(=O)O)c2ccc(Cl)cc2)cc1OC	0.0	-12	5	1.9
72	COc1ccccc1NC(=O)C1=C(C)Nc2nc(CCCO)nn2C1c1ccc(F)cc1 (centres undefined)	0.0	8	4	-0.6
73	COc1ccc2c(c1)C(C)=CC(C)(C)N2C(=O)Nc1cccc(Cl)c1	-0.1	3	-23	-0.3
74	Cc1cccc(N2C(=O)SC(Nc3ccc(Cl)cc3)C2=O)c1 (centres undefined)	-0.1	8	1	-1.0
75	Cc1ccc(-c2nnc(NC(=O)c3cccs3)s2)cc1	0.0	-1	12	-0.9
76	COc1cc(-c2nc3sc4c(c3c(=O)[nH]2)CCCC4)ccc1OCc1ccccc1	0.0	1	-5	1.0
77	COc1cccc(CN2CCN(Cc3ccccc3C(F)(F)F)CC2CCO)c1 (centres undefined)	0.5	-2	-3	-2.1
78	CCOC(=O)c1sc(NC(=O)C(=O)Nc2cc(C)c(C(=O)OCC)s2)cc1C	-0.1	2	-4	0.7
79	Cc1c(NC(=S)NC(=O)c2ccc(Br)o2)c(=O)n(-c2ccccc2)n1C	-0.1	7	0	-0.5
80	COc1ccc(/C=C(\C#N)c2nc3ccccc3c(=O)[nH]2)cc1OC	-0.1	3	-1	0.0
81	O=C(O)CC1c2ccccc2CCN1S(=O)(=O)c1ccc(Cl)cc1 (centres undefined)	0.1	9	-1	6.0*
82	CC(C)(C)c1ccc(C(=O)OCCN2C(=O)c3ccccc3C2=O)cc1	0.5	4	3	-0.5
83	Cc1sc2nc(SCC(N)=O)[nH]c(=O)c2c1C	-0.2	-2	-6	-0.5
84	COC(=O)C(CC(C)C)NC(=O)/C=C/c1ccccc1Cl (centres undefined)	0.0	7	4	-0.9
85	COc1ccc(C(C)=O)cc1COC(=O)COc1cccc(C(C)=O)c1	-0.1	7	-5	0.7
86	COCCCNC(=O)c1ccccc1C(F)(F)F	0.1	12	6	0.3
87	Cc1cccc(C)c1NC(=O)CSc1nnc(-c2cccc(N)c2)n1C	0.4	20	1	1.1
88	CC(=O)c1ccc(C(=O)Nc2cccc3c2C(=O)NC3=O)cc1	0.2	17	-2	-1.9
89	CC(C)(C)NC(=O)COc1ccccc1[N+](=O)[O-]	-0.1	-2	3	1.0
90	CSc1nnc2c(n1)OC(c1cc(O)ccc1Cl)Nc1ccccc1-2 (centres undefined)	0.2	11	-3	1.7
91	O=C1/C(=C/c2ccc(OCc3ccc(F)cc3)cc2)SC(=Nc2ccccc2)N1C1CCCCC1	0.3	9	-13	-0.4
92	CCOC(=O)C1=C(C)N=c2s/c(=C/c3ccc(N(C)C)cc3)c(=O)n2C1c1ccccc1Cl (centres undefined)	0.0	5	8	4.3
93	c1ccc(CCc2nn3c(Cc4ccccc4)nnc3s2)cc1	-0.2	-14	8	1.8

Of the compounds above, 9 contain fluorine.
no.	Structure	FBW7 act	MITF inh	TEAD-YAP inh	GPR151 ag
1	CC1(Cc2ccccc2C#N)C(=O)Nc2ccc(F)cc21 (centres undefined)	-0.1	5	5	1.7
8	CCOC(=O)N/N=C/c1ccc(OC(F)F)cc1OC(F)F	0.1	-9	-7	0.9
20	O=C(Nn1c(SCc2ccc(F)cc2Cl)nc2ccsc2c1=O)c1cccc(Br)c1	0.2	3	0	0.4
32	Fc1ccc(CSc2nnc3n2CCN3c2ccc(F)cc2)cc1	0.1	12	10	0.4
68	O=C(NCc1ccc(F)cc1)C(=O)NCC1OCCCN1S(=O)(=O)c1cccs1 (centres undefined)	-0.1	6	-1	-2.5
72	COc1ccccc1NC(=O)C1=C(C)Nc2nc(CCCO)nn2C1c1ccc(F)cc1 (centres undefined)	0.0	8	4	-0.6
77	COc1cccc(CN2CCN(Cc3ccccc3C(F)(F)F)CC2CCO)c1 (centres undefined)	0.5	-2	-3	-2.1
86	COCCCNC(=O)c1ccccc1C(F)(F)F	0.1	12	6	0.3
91	O=C1/C(=C/c2ccc(OCc3ccc(F)cc3)cc2)SC(=Nc2ccccc2)N1C1CCCCC1	0.3	9	-13	-0.4
